From PubChem
TGFb inhibitor – qHTS for Inhibitors of TGF-b | Potency, µM (titrated, usually from 46.1 µM), inactives show at the top dose activity, negative = inhibition, actives largely listed as inhibitors | HepG2 CAGA-GFP TGF-b/SMAD3 reporter, GFP fluorescence, 18 h; TGF-beta stimulated, 500 pg/mL final | AID 588855, 2011 | 410,000 compounds, 1.2% hits; also: potency is read from the fitted curve at half-maximal effect; % is scaled to controls: 0 for no effect and ±100 for the full control effect; nearly all actives have a fitted effect of over 65% in size
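Inhibition was scored as loss of TGF-beta-induced (500 pg/mL final, 18 hours, 37 degrees C) GFP in HEPG2 cells carrying a CAGA-GFP reporter, in DMEM with 1% FBS. Well GFP was summed per cell; Activity was normalised to unstimulated and stimulated DMSO wells, then concentration-response fitting.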
Nrf2 activator – qHTS of Nrf2 Activators | AREc32 ARE-luciferase reporter (MCF7-derived line), luminescence, 24 h | Potency, µM (top dose mostly 46.1 µM), without a hit: at the highest dose activation, actives largely listed as activators | 410,000 compounds, 0.31% hits | AID 624171, 2012; also: potency is read from the fitted curve at half-maximal effect; % of control where 0% means no effect; nearly all actives have a fitted effect of over 65% in size
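AREc32 cells carrying an ARE-driven firefly luciferase, 1000 cells/well in OPTI-MEM with 5% FBS, dosed after overnight attachment and incubated 24 hr at 37 deg C. Steady-Glo luminescence read after 30 min at RT.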
Akt phos inh – HTS Assay for Inhibitors of Akt Phophorylation: Primary Screen | Neuro2A IGF-stimulated pAkt S473 HTRF, 20 min; stronger effect = lower value | activity change, % for hits at 50 µM | 360,000 compounds, 0.32% hits | AID 651550, 2012; in the data active = activity change below about -80%; inconclusive = mostly about -51% to -80%; also: % is scaled to controls: 0 for no effect and ±100 for the full control effect
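Neuro2A cells in DMEM with 0.5% FBS, overnight at 37 deg C, given compound at single 50 µM final, then IGF (6 nM final) for 20 min at 37 deg C. Lysed; phospho-Akt Ser473 by HTRF after 24 h, 665/615 ratio.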
Mm-Cpn inhibitor – Inhibitors of TCP-1 ring complex (TRiC) of Methanococcus maripaludis (MmCpn): qHTS; purified Mm-Cpn ATPase, ADP Transcreener TR-FRET; Potency, µM (doses to about 76.9 µM), for inactives: at the top dose activity, negative = inhibition, actives largely listed as inhibitors; 330,000 compounds, 0.031% hits; AID 504842, 2011; also: potency is read from the fitted curve at half-maximal effect; % is scaled to controls: 0 for no effect and ±100 for the full control effect; nearly all actives have a fitted effect of over 80% in size
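Compound-treated chaperonin, 25 nM final, turns over 10 uM ATP at 37°C for 30 min following a 10 min preincubation; ADP generated competes with ADP-d2 for Eu-cryptate antibody, lowering FRET.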
HepG2 tox – qHTS for Inhibitors of TGF-b: Cytotox Counterscreen. HepG2 CAGA-GFP viability, ATP luminescence, 18 h. Potency, µM (highest dose often 46.1 µM), for the others: at the top dose activity change, negative = cytotoxicity, most hits filed as cytotoxic. 410,000 compounds, 0.76% hits; also: potency is read from the fitted curve at half-maximal effect; some results filed as inactive show a strong effect at the top dose
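HepG2 CAGA-GFP cells (1000/well, DMEM with 1% FBS) received compound, then TGF-beta at 500 pg/mL final, and were incubated 18 hours at 37 degrees C. Viability was read by CellTiter-Glo luminescence. Media-only wells were set as complete cell-killing and DMSO as no toxicity.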
CCT modulator – High-Throughput Screening for Modulators of Cytosolic Chaperonin Activity; purified chaperonin ATPase assay, HTRF ADP detection, 30 min; activity change, % (no concentration beside the values), hits read low; 360,000 compounds, 0.3% hits; in the data active = activity change below about -30%; also: % is scaled to controls: 0 for no effect and ±100 for the full control effect
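TRiC (40 or 20 nM final, by batch activity) in 30 mM Tris pH 7.4, 100 mM KCl, 5 mM MgCl2, 1 mM DTT was treated with compound at 76 uM single dose, then 10 uM ATP, 30 min at 37 °C. ADP was read by HTRF Transcreener.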
ATXN viability – Viability Counterscreen for Primary qHTS for Inhibitors of ATXN expression; 400,000 compounds, 0.49% hits; S2 cells (HEK-293 line with an ATXN2-luciferase reporter) viability, CellTiter-Fluor protease fluorescence, 24 h; Potency, µM (titrated, usually from 56.7 µM), usual class: cytotoxic; also: potency is read from the fitted curve at half-maximal effect; nearly all actives have a fitted effect of over 40% in size
A549 viability – Nrf2 qHTS screen for inhibitors: counterscreen for cytotoxicity; AID 504648, 2011; Potency, µM (series often up to 46 µM), for inactives: top-dose activity change, negative = cytotoxicity, actives largely listed as inhibitors; 390,000 compounds, 0.16% hits; A549 ARE-Fluc cells, CellTiter-Fluor viability, 18-24 h; also: potency is read from the fitted curve at half-maximal effect; % is scaled to controls: 0 for no effect and ±100 for the full control effect
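A549 ARE_Fluc cells in 5% FBS OPTI-MEM were exposed to compounds in concentration-response for 18-24 h at 37 deg C. Viability was read by CellTiter-Fluor fluorescence (Ex 405/Em 525) after 30 min, before the luciferase read.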
Nrf2 block – Nrf2 qHTS screen for inhibitors; Potency, µM (doses to about 46 µM), for inactives: at the top dose activity change, negative = inhibition, usual class: inhibitors; A549 ARE-Fluc reporter, luciferase luminescence, 18-24 h; 360,000 compounds, 2.1% hits; also: potency is read from the fitted curve at half-maximal effect; % is scaled to controls: 0 for no effect and ±100 for the full control effect; nearly all actives have a fitted effect of over 60% in size
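Cells were seeded and rested 2 h, then exposed to compounds for 18-24 h. CellTiter-Fluor was read first as a viability measure. BugLite was added 15 min before the final luminescent read of ARE-luciferase activity in A549 cells.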
Starred values were filed as active, the others as inactive; [ ] = another dose, or the depositor's remark. Unless noted, calls follow the shape of the dose curve; as a rule, active = well fitted curve in the direction sought with a large enough effect; inconclusive = small, poorly fitted or top-dose-only effect, or another doubt; inactive = no such curve, though single readings can be large; an effect the other way counts as inactive or inconclusive.

Start of the listing, in advance:
Results for Cc1ccc(NC(=O)CC2NCCNC2=O)cc1 (centres undefined) ?
TGFb inhibitor: 3%; Nrf2 activator: -0.4%; Akt phos inh: inactive; Mm-Cpn inhibitor: -1%; HepG2 tox: -1%; CCT modulator: -0.7; ATXN viability: inactive; A549 viability: -4%; Nrf2 block: 16%

How did N#Cc1c(/N=C/c2ccc(-c3ccc(C(=O)O)c(Cl)c3)o2)sc2c1CCCC2 do in these assays?
TGFb inhibitor: 5%; Nrf2 activator: 4.7%; Akt phos inh: inactive; Mm-Cpn inhibitor: 0%; HepG2 tox: -8%; CCT modulator: 0.1; ATXN viability: inactive; A549 viability: 0%; Nrf2 block: 4%

The list itself, from the first entry:
Results for Cc1ccc(NC(=O)CC2NCCNC2=O)cc1 (centres undefined) ?
TGFb inhibitor: 3%; Nrf2 activator: -0.4%; Akt phos inh: inactive; Mm-Cpn inhibitor: -1%; HepG2 tox: -1%; CCT modulator: -0.7; ATXN viability: inactive; A549 viability: -4%; Nrf2 block: 16%

How did N#Cc1c(/N=C/c2ccc(-c3ccc(C(=O)O)c(Cl)c3)o2)sc2c1CCCC2 do in these assays?
TGFb inhibitor: 5%; Nrf2 activator: 4.7%; Akt phos inh: inactive; Mm-Cpn inhibitor: 0%; HepG2 tox: -8%; CCT modulator: 0.1; ATXN viability: inactive; A549 viability: 0%; Nrf2 block: 4%

Results for CCCCC(=O)Nc1nnc(S(=O)(=O)N(C)Cc2ccco2)s1 ?
TGFb inhibitor: 3%; Nrf2 activator: 1.6%; Akt phos inh: inactive; Mm-Cpn inhibitor: 0%; HepG2 tox: -22%; CCT modulator: -2.0; ATXN viability: inactive; A549 viability: 1%; Nrf2 block: -6%

What do the screens show for `CC(OC(=O)c1cccnc1Cl)C(=O)NCc1ccccc1` (centres undefined)?
TGFb inhibitor: 2%; Nrf2 activator: -0.4%; Akt phos inh: inactive; Mm-Cpn inhibitor: -1%; HepG2 tox: 1%; CCT modulator: 1.9; ATXN viability: inactive; A549 viability: -4%; Nrf2 block: 11%

Results for CSc1nsc2nc(=O)c(/C=C3\C=Nc4ccccc43)c(N)n12 ?
TGFb inhibitor: 0%; Nrf2 activator: 0.2%; Akt phos inh: inactive; Mm-Cpn inhibitor: -5%; HepG2 tox: -10%; CCT modulator: 1.9; ATXN viability: inactive; A549 viability: 1%; Nrf2 block: 27%

What do the screens show for `CC(=O)Nc1sc(N)nc1-c1ccccc1`?
TGFb inhibitor: 19%; Nrf2 activator: -2.0%; Akt phos inh: inactive; Mm-Cpn inhibitor: -3%; HepG2 tox: 2%; CCT modulator: 0.8; ATXN viability: inactive; A549 viability: -3%; Nrf2 block: 10%

Results for CCn1c(=O)c(=O)[nH]c2cc(C(=O)N3CCN(c4ccccc4F)CC3)ccc21 ?
TGFb inhibitor: -16%; Nrf2 activator: -0.1%; Akt phos inh: inactive; Mm-Cpn inhibitor: 1%; HepG2 tox: 9%; CCT modulator: -5.0; ATXN viability: inactive; A549 viability: -4%; Nrf2 block: 14%

How did CCOC(=O)C1CC2CC(C1)CN(C(=O)C1CCCCC1)C2 (centres undefined) do in these assays?
TGFb inhibitor: 4%; Nrf2 activator: 0.9%; Akt phos inh: inactive; Mm-Cpn inhibitor: -1%; HepG2 tox: 3%; CCT modulator: -0.6; ATXN viability: inactive; A549 viability: -1%; Nrf2 block: 10%

What do the screens show for `CCOC(=O)c1nc(NCc2ccccc2F)c2ccccc2n1`?
TGFb inhibitor: -6%; Nrf2 activator: 0.3%; Akt phos inh: inactive; Mm-Cpn inhibitor: 1%; HepG2 tox: 14%; CCT modulator: -0.8; ATXN viability: inactive; A549 viability: -2%; Nrf2 block: inconclusive

How did COC(C(=O)Nc1ccnn1C1CCN(Cc2cnn(C)c2)CC1)c1ccccc1 (centres undefined) do in these assays?
TGFb inhibitor: 5%; Nrf2 activator: -0.7%; Akt phos inh: inactive; Mm-Cpn inhibitor: 0%; HepG2 tox: -5%; CCT modulator: -15; ATXN viability: inactive; A549 viability: -6%; Nrf2 block: 22%

What do the screens show for `Cc1ccccc1OCC(=O)Nc1nnc(C2CC2)s1`?
TGFb inhibitor: 16%; Nrf2 activator: 1.6%; Akt phos inh: inactive; Mm-Cpn inhibitor: -18%; HepG2 tox: 11%; CCT modulator: 1.6; ATXN viability: inactive; A549 viability: 3%; Nrf2 block: -11%

How did CN(CCc1ccccn1)C(=O)CC1C(=O)NCCN1Cc1ccc(-c2ccccc2)cc1 (centres undefined) do in these assays?
TGFb inhibitor: 26%; Nrf2 activator: -0.1%; Akt phos inh: inactive; Mm-Cpn inhibitor: 0%; HepG2 tox: 1%; CCT modulator: -0.2; ATXN viability: inactive; A549 viability: 0%; Nrf2 block: -4%

How did COC(=O)c1cc(S(=O)(=O)N2c3ccccc3CC2C)c[nH]1 (centres undefined) do in these assays?
TGFb inhibitor: 8%; Nrf2 activator: 0.6%; Akt phos inh: inactive; Mm-Cpn inhibitor: 1%; HepG2 tox: -1%; CCT modulator: -0.7; ATXN viability: inactive; A549 viability: 8%; Nrf2 block: 24%

Results for Cc1c(NC(=O)c2c(F)c(F)c(F)c(F)c2F)c(=O)n(-c2ccccc2)n1C ?
TGFb inhibitor: 15%; Nrf2 activator: 5.8%; Akt phos inh: inactive; Mm-Cpn inhibitor: 2%; HepG2 tox: -11%; CCT modulator: 0.5; ATXN viability: inactive; A549 viability: -9%; Nrf2 block: 14%

What do the screens show for `COc1cc2c(cc1OC)C(=S)NC1(CCCC1)C2`?
TGFb inhibitor: -6%; Nrf2 activator: 0.2%; Akt phos inh: inactive; Mm-Cpn inhibitor: 1%; HepG2 tox: 0%; CCT modulator: 0.8; ATXN viability: inactive; A549 viability: 4%; Nrf2 block: -22%

How did Cc1ccc(N2C(=O)CC(NNC(=O)c3cccc(S(=O)(=O)N4CCCC4)c3)C2=O)cc1 (centres undefined) do in these assays?
TGFb inhibitor: -4%; Nrf2 activator: 2.5%; Akt phos inh: inactive; Mm-Cpn inhibitor: -3%; HepG2 tox: -7%; CCT modulator: 0.1; ATXN viability: inactive; A549 viability: -1%; Nrf2 block: -10%

What do the screens show for `Cc1cccc(-n2c(CNC(=O)c3cccc([N+](=O)[O-])c3C)n[nH]c2=S)c1`?
TGFb inhibitor: 0%; Nrf2 activator: 0.2%; Akt phos inh: inactive; Mm-Cpn inhibitor: -1%; HepG2 tox: -6%; CCT modulator: -2.3; ATXN viability: inactive; A549 viability: 1%; Nrf2 block: -12%

What do the screens show for `CC1(C(=O)NS(=O)(=O)C2CC2)CCCN(C(=O)c2ccccc2)C1` (centres undefined)?
TGFb inhibitor: 32%; Nrf2 activator: 0.2%[9.22 µM]; Akt phos inh: inactive; HepG2 tox: 10%; CCT modulator: 0.4; ATXN viability: inactive

What do the screens show for `Cc1cccc(-c2cccc(NC(=O)C3CCCN(C(=O)c4csc(C)n4)C3)c2)c1` (centres undefined)?
TGFb inhibitor: inconclusive; Nrf2 activator: 0.0%; Akt phos inh: inactive; Mm-Cpn inhibitor: 0%; HepG2 tox: -25%; CCT modulator: 1.6; ATXN viability: inactive; A549 viability: -5%; Nrf2 block: -16%

What do the screens show for `CN(C)c1ccc(/C=N/NC(=O)C(O)(c2ccccc2)c2ccccc2)o1`?
TGFb inhibitor: 2%; Nrf2 activator: -0.4%; Akt phos inh: inactive; Mm-Cpn inhibitor: 0%; HepG2 tox: -4%; CCT modulator: 0.6; ATXN viability: inactive; A549 viability: -3%; Nrf2 block: 7%

What do the screens show for `O=C(CSc1nc2ccc(NC(=O)c3ccccc3C(=O)O)cc2s1)Nc1ccc(F)c([N+](=O)[O-])c1`?
TGFb inhibitor: -34%; Nrf2 activator: inconclusive; Akt phos inh: inactive; Mm-Cpn inhibitor: 1%; HepG2 tox: -10%; CCT modulator: -0.2; ATXN viability: inactive; A549 viability: -5%; Nrf2 block: -15%

How did COc1ccc(N2CCN(CCOc3ccc4c(C)cc(=O)oc4c3)CC2)cc1 do in these assays?
TGFb inhibitor: 0%; Nrf2 activator: 0.9%; Akt phos inh: inactive; Mm-Cpn inhibitor: -1%; HepG2 tox: 6%; CCT modulator: 0.6; ATXN viability: inactive; A549 viability: 0%; Nrf2 block: -5%

Results for CCc1nc2c(c(SC)nn2-c2ccccc2)c(N)c1C(=O)OC ?
TGFb inhibitor: -25%; Nrf2 activator: 0.9%; Akt phos inh: inactive; Mm-Cpn inhibitor: 0%; HepG2 tox: -33%; CCT modulator: -0.5; ATXN viability: inactive; A549 viability: -7%; Nrf2 block: -4%

What do the screens show for `COc1ccc(C)cc1NC(=O)C(OC(=O)Cn1cnc2c1c(=O)n(C)c(=O)n2C)c1ccccc1` (centres undefined)?
TGFb inhibitor: 0%; Nrf2 activator: 0.5%; Akt phos inh: inactive; Mm-Cpn inhibitor: 0%; HepG2 tox: -9%; CCT modulator: 0.9; ATXN viability: inactive; A549 viability: -5%; Nrf2 block: 4%

How did Cc1ccc(S(=O)(=O)N2CCOCC2)cc1NC(=O)COC(=O)c1cnc(Cl)c(Cl)c1 do in these assays?
TGFb inhibitor: inconclusive; Nrf2 activator: 8.1%; Akt phos inh: inactive; Mm-Cpn inhibitor: 1%; HepG2 tox: 0%; CCT modulator: 3.1; ATXN viability: inactive; A549 viability: -3%; Nrf2 block: -3%
